# Screening results from PubChem BioAssay.
# Pf growth 48h: P. falciparum growth inhibition at 48 hours (one generation). P. falciparum luciferase growth in erythrocytes, 48 h. actives 5.9% (n = 310,000). Potency, µM (highest dose often 28.7 µM), for inactives: top-dose activity change, negative = inhibition, usual class: inhibitors. AID 504832
#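 A one-generation exposure of luciferase-tagged malaria parasites in RPMI 1640/Albumax erythrocyte culture, 37 C and 5% CO2. Inhibition is inferred from decreased luminescence after adding detection reagent.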
# TbPYK inhibitor: blocks Trypanosoma brucei pyruvate kinase | Potency, µM (doses to about 76.8 µM), for the others: at the top dose activity, negative = inhibition, most hits filed as inhibitors | Q57TT1 | actives 0.12% (n = 410,000) | AID 624173 | TbPYK enzyme, Kinase-Glo Plus ATP luminescence, 45 min; note: nearly all actives have a fitted effect of over 50% in size
#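 Quantitative HTS: titrated library compounds versus trypanosomal pyruvate kinase in TEA buffer (pH 7.2) containing KCl, MgCl2, BSA and Tween-20. Reactions were initiated with ADP, 130 uM final. Kinase-Glo Plus luminescence was read after 45 min at RT.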
# LmPK inh: LmPK (Leishmania mexicana) enzyme inhibition. Q27686. purified LmPK, Kinase-Glo ATP luminescence, 1 h. Potency, µM (highest dose often 57.5 µM), without a hit: top-dose activity change, negative = inhibition, usual class: inhibitors. actives 0.37% (n = 290,000). AID 1721
# Target sequence (Q27686 whole entry, looked up): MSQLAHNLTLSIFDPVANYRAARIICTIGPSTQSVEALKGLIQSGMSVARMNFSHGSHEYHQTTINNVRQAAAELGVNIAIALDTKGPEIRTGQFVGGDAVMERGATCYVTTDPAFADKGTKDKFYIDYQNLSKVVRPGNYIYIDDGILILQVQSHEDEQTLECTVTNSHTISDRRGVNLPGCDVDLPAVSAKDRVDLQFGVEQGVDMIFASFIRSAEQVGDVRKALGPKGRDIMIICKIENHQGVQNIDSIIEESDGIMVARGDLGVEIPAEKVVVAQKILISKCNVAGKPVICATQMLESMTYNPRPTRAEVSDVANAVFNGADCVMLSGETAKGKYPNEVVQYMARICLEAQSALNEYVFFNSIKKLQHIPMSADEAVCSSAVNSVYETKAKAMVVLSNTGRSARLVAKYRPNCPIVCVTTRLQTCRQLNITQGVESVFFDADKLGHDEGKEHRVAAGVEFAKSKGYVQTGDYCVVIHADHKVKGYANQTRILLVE
#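 Pyruvate kinase activity monitored as ATP production (luciferase luminescence). Conditions: 0.1 nM enzyme, 0.5 mM PEP, 0.1 mM ADP, 1 h, RT; normalized against uninhibited and no-enzyme wells.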
# Sm TGR inh: S. mansoni TGR enzyme inhibition; Q962Y6; purified TGR, DTNB reduction, TNB absorbance 405 nm; Potency, µM (series often up to 114 µM), for inactives: top-dose activity change, negative = inhibition, hits mostly inhibitors; actives 3% (n = 360,000); AID 485364; note: nearly all actives have a fitted effect of over 60% in size
#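 TGR 20 nM + NADPH 100 uM (dispensed conc.), cpd preinc 15 min RT; start with NADPH (500 uM addition) then DTNB (15 mM addition). Kinetic TNB absorbance, 405 nm filter. Four-parameter Hill fit across titration.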
# Pf growth 96h: P. falciparum growth inhibition at 96 hours. Potency, µM (series often up to 28.7 µM), for the others: at the highest dose activity change, negative = inhibition, most hits filed as inhibitors. AID 504834. P. falciparum luciferase reporter growth, 96 h. actives 6.9% (n = 320,000)
#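 Two parasite generations (96 h, 37 C, 5% CO2) of compound exposure in infected erythrocytes (0.05% parasitemia, 2% hematocrit). Luciferase-reporter P. falciparum; decreased luminescence indicates inhibited growth, aimed at apicoplast-acting delayed death.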
# HCV inh: HCV inhibition. Huh7.5.1 HCVcc-Cre infection, luciferase reporter, 44 h. Potency, µM (highest dose often 41.8 µM), for the others: at the top dose activity change, negative = inhibition, most hits filed as inhibitors. actives 3.4% (n = 340,000)
#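 HCVcc-Cre virus at an moi near 0.5 was added right after compound to cells cultured 4 h from seeding (1,000 cells/well). Luciferase activity was determined 44 h later, 15 min after substrate addition at RT.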
# * hit, by the source's call; ? = inconclusive; / = no result given; & = joins results of further samples; [ ] = remark or other dose. Calls come from the whole dose curve; as a rule, active = well fitted curve in the direction sought with a large enough effect; inconclusive = small, poorly fitted or top-dose-only effect, or another doubt; inactive = no such curve, though single readings can be large; an effect the other way counts as inactive or inconclusive. % is set by controls: 0 for no effect and ±100 for the full control effect; potency is the fitted concentration of half-maximal effect.
SMILES,Pf growth 48h,TbPYK inhibitor,LmPK inh,Sm TGR inh,Pf growth 96h,HCV inh
CCN(Cc1cc(=O)n2ccsc2n1)c1cccc2ccccc12,?,-1%,1%,4%,?,?
O=S(=O)(c1ccc(F)cc1)N1CCCN(Cc2c(F)cccc2F)CC1,-8%,2%,5%,2%,-2%,6%
O=C(CNC(=O)c1ccccc1)OCCOc1cccc(Cl)c1,5%,-4%,/,1%,47%[activator],?
CCOc1ccc(CN2CCNC(=O)C2CC(=O)NCCC2=CCCCC2)cc1 (centres undefined),-11%,4%,-1%,-26%[57.1 µM],-3%,4%
COc1ccc(CNC(=O)C2CCN(C(=O)c3csc(Nc4ccc(C)cc4)n3)CC2)cc1,8.3µM*,-1%,10%,-2%,-19%,11µM*
CN1C(=O)c2cccc3c(N(C)C)ccc(c23)C1=O,15%,-2%,-1%,-8%,-48%,?
O=C(CN1CCN(Cc2ccccc2F)C1=O)NCc1cccnc1,7%,-5%,1%,0%,?,11%
O=C(CSc1ccccn1)Nc1ccc2c(c1)C(=O)c1ccccc1C2=O,164%[activator],-10%,0%,-17%,0%,?
Cc1nc(CS(=O)(=O)c2ccc(Cl)cc2)cc(Sc2ccccc2Cl)n1,?,-6%,0%,7%,?,-18%
Cc1ccc(CNC(=S)NCc2ccncc2)cc1,-10%,-1%,1%,1%,17%,-14%
Cc1nn(Cc2ccccc2)c(C)c1NC(=O)c1cc(-c2ccc3c(c2)OCO3)on1,-3%,3%,-3%,0%,4%,17%
CC(C)(C)NC(=O)c1ccc2nsnc2c1,-12%,-9%,1%,-1%,-8%,0%
CC1=C(C(=O)N2CCOCC2)C(c2ccc(Br)cc2)NC(=S)N1c1ccccc1 (centres undefined),-4%,0%,14%,-7%,0%,5%
COc1cc(/C=C2/NC(=O)N(Cc3ccccc3F)C2=O)ccc1O,?,-18%,4%,-14%,37%[activator],-21%
COC(=O)C(O)(CC(=O)Nc1cccc(SC)c1)C(F)(F)F (centres undefined),14%,-6%,7%,2%,91%[activator],19%
CCOC(=O)N1CCN(CC(O)COc2ccc(C)cc2C(C)(C)C)CC1 (centres undefined),?,-4%,1%,-3%,-5%,0%
CCOc1ccccc1C(=O)N[C@H](C(=O)Nc1cc(S(=O)(=O)N(C)C)ccc1OC)C(C)C,?,0%,0%,2%,?,?
CC1=[N+]([O-])C(N2CCOCC2)C(O)(c2ccccc2)C1 (centres undefined),3%,1%,7%,-2%,0%[5.75 µM],15%
COc1ccc2c(c1)c(C(=O)O)c(C)n2-c1ccccc1,-3%,5%,1%,-2%,-8%,?
CN(CCO)C(=O)C1CCN(c2ncc(C(F)(F)F)cc2Cl)CC1,17%,-5%,-3%,6%,13%,-10%

# 6 entries picked at random from the list so far, as already listed:
SMILES,Pf growth 48h,TbPYK inhibitor,LmPK inh,Sm TGR inh,Pf growth 96h,HCV inh
CCOc1ccc(CN2CCNC(=O)C2CC(=O)NCCC2=CCCCC2)cc1 (centres undefined),-11%,4%,-1%,-26%[57.1 µM],-3%,4%
CCN(Cc1cc(=O)n2ccsc2n1)c1cccc2ccccc12,?,-1%,1%,4%,?,?
CN1C(=O)c2cccc3c(N(C)C)ccc(c23)C1=O,15%,-2%,-1%,-8%,-48%,?
CCOC(=O)N1CCN(CC(O)COc2ccc(C)cc2C(C)(C)C)CC1 (centres undefined),?,-4%,1%,-3%,-5%,0%
COc1ccc(CNC(=O)C2CCN(C(=O)c3csc(Nc4ccc(C)cc4)n3)CC2)cc1,8.3µM*,-1%,10%,-2%,-19%,11µM*
COc1cc(/C=C2/NC(=O)N(Cc3ccccc3F)C2=O)ccc1O,?,-18%,4%,-14%,37%[activator],-21%

# Additional records follow:
SMILES,Pf growth 48h,TbPYK inhibitor,LmPK inh,Sm TGR inh,Pf growth 96h,HCV inh
CCOc1ccc(Nc2nc(NCCN3CCOCC3)nc(OC)n2)cc1,/,3%,0%,1%,?,10%
Cc1ccc(SCC(=O)OCC(=O)N(CC(C)C)c2c(N)n(Cc3ccccc3)c(=O)[nH]c2=O)cc1C,-14%,4%,/,-2%,11%,-22%
COc1ccc(-n2nnnc2SCC(=O)N2CCCc3ccccc32)cc1OC,-27%,3%,2%,0%,28%,-22%
Cc1ccc(Oc2ncccc2/C=N/OCc2ccc(Cl)cc2Cl)cc1,?,10%,0%,27%,?,23%
CCCNC(=O)CCc1c(C)nc2nc(-c3cc(OC)cc(OC)c3)nn2c1C,/,3%&-1%,6%,-4%&-11%,?,-22%
COC(=O)C1=C(C)N(Cc2ccccc2)C(=NCc2ccccc2)N[C@H]1c1cccc(F)c1,?,-7%,7%,-21%,9.3µM*,?
COC(=O)COc1nsnc1N1CCOCC1,5%,27%,7%,11%,/,12%
CC1(C)CC(=O)C2=C(C1)N(c1ccc(F)cc1)C(=O)CC2c1cccnc1 (centres undefined),0%,-3%,1%,-1%,-7%,4%
CN(C)c1ccc(/C=C/c2ccc3c4ccccc4ccc3[n+]2-c2ccccc2)cc1,8.3µM*,?,1%,?,?,1µM*
Cc1ccc(N(C(=O)C2COc3ccccc3O2)C(C(=O)NC2CCCCC2)c2cn(C)nc2C)cc1 (centres undefined),?,/,5%,15%,?,2%
COc1ccc(C(=O)NC(C)CCc2ccccc2)cc1 (centres undefined),7%,-4%,0%,10%,0%,-15%
CCN(CC(=O)NCc1cccs1)C(=O)c1cc(S(=O)(=O)NCc2ccccc2)ccc1C,?,7%,/,-14%,-3%,-9%
O=C(NCc1ccco1)c1ccccc1O,-34%,2%,4%,-14%,10µM*,13%
CCOC(=O)c1ccc(NC(=O)c2nc[nH]c2C(=O)N(CC)CC)cc1,?,7%,3%,6%,-19%,6%
CCC(=O)c1cc(F)c(N2CCN(C(=O)Cc3ccccc3)CC2)cc1C,?,-3%,1%,-22%,99%[activator],-19%&-21%
CCCc1nnc(NC(=O)CN2CCOCC2)s1,19%,-24%,-8%,6%,?,-2%
CC(=O)Oc1ccc(N2C(=O)C3C(C2=O)C2(C)C=CC3(C)O2)cc1 (centres undefined),15%,/,7%,0.63µM*,19%,/
NNC(=O)c1ccc(N2CCc3ccccc32)c([N+](=O)[O-])c1,?,-4%,2%,0%,51%[activator],-7%
CCc1cccc(NC(=O)Cn2ncn3c(cc4ccccc43)c2=O)c1,1%,2%,-1%,8%,7%,?
CCCCCCCCCCCCCCCC(=O)OC[C@H](O)[C@H]1OC[C@@H](O)[C@@H]1O,-11%,2%,/,/,-26%,/
COC(=O)c1nc2n(n1)C(c1ccc(OC)c(OC)c1OC)C1=C(CCCC1=O)N2 (centres undefined),?,-3%,0%,14%,8%,6%
Cc1c(N=C2C(=O)Nc3ccccc32)c(=O)n(-c2ccccc2)n1C,/,-15%,7%,0%,-3%,9%
CC(c1ccccc1)n1cc(C(=O)NCc2ccncc2)nn1 (centres undefined),-19%,1%,-1%,5%,13%,18%
Cc1cccc(OCC(=O)NCC(=O)N/N=C/c2cccnc2)c1,31%[activator],1%,2%,-14%,-15%,0%
COc1cn(-c2ccccc2)nc1C(=O)NCc1ccc(C)cc1,?,10%,3%,-10%,8.3µM*,-28%
Cn1cccc1/C=C(/C#N)c1ccc(F)cc1,25%,0%,0%,7%,46%[activator],?
CCOC(=O)C1CCN(C(=O)CSCCSCC(=O)N2CCC(C(=O)OCC)CC2)CC1,/,-6%,9%,9%[11.4 µM],-80%,1%
O=S(=O)(Oc1ccc(Cl)cc1)c1cccc2cccnc12,16%,-2%,6%,-12%,64%,-2%
COc1ccc(CC(=O)NC2CC(C)(C)NC(C)(C)C2)cc1OC,-12%,0%,-5%,12%,3%,31%[activator]
CCC(=O)NNc1nc2c(C)cc(C)cc2s1,9%,-2%,3%,-12%,64%[activator],9%
COCCNC(=O)COC(=O)/C=C/c1c(C)nn(Cc2ccc(Cl)cc2Cl)c1Cl,-5%,-4%,0%,1%,-18%,-19%
CS(=O)(=O)N(CC(=O)N1CCCCC1)Cc1ccc(Cl)cc1,10%,-1%,4%,-2%,18%,9%
CCOC(=O)c1nn(-c2ccccc2)c2nc(Nc3ccccc3)cc(=O)n12,/,-12%,3%,-10%,51%[activator],-9%
CCOC(=O)C1=C(N)OC2=C(C(=O)CCC2)[C@]12C(=O)N(CC(N)=O)c1ccccc12,2%,1%,0%,-9%,5%,15%
Cc1nc(NC(=O)CN2CCC(O)(c3ccc(F)cc3)CC2)sc1C,-24%,5%,-4%,-1%,-20%,-2%
COC(=O)c1sccc1NC(=S)Nc1ccc(C)cc1,-1%,-7%,-1%,-11%,2%,22%
O=C(Cc1cccs1)N/N=C\c1ccc([N+](=O)[O-])s1,?,-1%,-1%,?,74%[activator],?
C=C(C)Cn1c(-c2cccs2)n[nH]c1=S,7%,?,?,3%,-8%,18%
COc1ccc(OCC(=O)Nc2ccccc2C(=O)N2CCCC2)cc1,40%[activator],-2%,-3%,1%,148%[activator],8%
O=C(Nn1c(-c2ccccc2)nc2ccccc2c1=O)c1cccs1,14%,-3%,5%,-2%,-22%,34%[activator]
COc1cccc2sc(Nc3nc(-c4cc5ccccc5oc4=O)cs3)nc12,?,-9%,2%,-3%,-26%,?
COc1ccccc1-c1nnc(SCCN2CCOCC2)n1-c1ccc(C)cc1,?,3%,-4%,-2%,-23%,8%
Cc1cc(C)n(-c2ccc(NC(=O)C3CCCCN3C(=O)c3occc3C)cc2)n1 (centres undefined),-15%,5%,-9%,7%,6%,-12%
COC(=O)c1c(NC(=O)c2nn(C)cc2Cl)sc2c1CCCC2,-8%,-9%,2%,-12%,?,?
Cc1ccc(NC(=O)c2ccc(C)c(S(=O)(=O)N3CCCCC3)c2)nc1,?,11%,/,6%,4%,-1%
O=C(Nc1nncs1)c1cccc(S(=O)(=O)N2CCCCC2)c1,-3%,3%,0%,-3%,?,-2%
CC(C#N)(Nc1ccc(Cl)cc1)c1cccnc1 (centres undefined),6%,-5%,1%,4%,6%,-1%

# Nothing new here: entries from further up.
SMILES,Pf growth 48h,TbPYK inhibitor,LmPK inh,Sm TGR inh,Pf growth 96h,HCV inh
C=C(C)Cn1c(-c2cccs2)n[nH]c1=S,7%,?,?,3%,-8%,18%
COc1ccc(OCC(=O)Nc2ccccc2C(=O)N2CCCC2)cc1,40%[activator],-2%,-3%,1%,148%[activator],8%
O=C(Nn1c(-c2ccccc2)nc2ccccc2c1=O)c1cccs1,14%,-3%,5%,-2%,-22%,34%[activator]
COc1cccc2sc(Nc3nc(-c4cc5ccccc5oc4=O)cs3)nc12,?,-9%,2%,-3%,-26%,?
COc1ccccc1-c1nnc(SCCN2CCOCC2)n1-c1ccc(C)cc1,?,3%,-4%,-2%,-23%,8%
Cc1cc(C)n(-c2ccc(NC(=O)C3CCCCN3C(=O)c3occc3C)cc2)n1 (centres undefined),-15%,5%,-9%,7%,6%,-12%
COC(=O)c1c(NC(=O)c2nn(C)cc2Cl)sc2c1CCCC2,-8%,-9%,2%,-12%,?,?
